High-throughput results (PubChem BioAssay)
ABCB1 inh = blocks JC-1 efflux by human ABCB1 transporter | CCRF-Adr cells, flow cytometry | inhibition, % at 6.6 µM | 190,000 tested, 0.067% active | AID 1326; in the data active means inhibition above about 40%;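 further: 0% = vehicle and 100% = reference inhibitor; higher value means more JC-1 retained so stronger ABCB1 efflux block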
ABCG2 block = human ABCG2 inhibition, ABCB1 as counter-screen; IgMXP3 cells, JC-1 efflux, flow cytometry; inhibition, % at 6.6 µM; 190,000 tested, 0.1% active;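 active means inhibition above 80%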;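 further: 0% = DMSO and 100% = nicardipine control wells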
Target sequence (Q9UNQ0 whole entry, looked up): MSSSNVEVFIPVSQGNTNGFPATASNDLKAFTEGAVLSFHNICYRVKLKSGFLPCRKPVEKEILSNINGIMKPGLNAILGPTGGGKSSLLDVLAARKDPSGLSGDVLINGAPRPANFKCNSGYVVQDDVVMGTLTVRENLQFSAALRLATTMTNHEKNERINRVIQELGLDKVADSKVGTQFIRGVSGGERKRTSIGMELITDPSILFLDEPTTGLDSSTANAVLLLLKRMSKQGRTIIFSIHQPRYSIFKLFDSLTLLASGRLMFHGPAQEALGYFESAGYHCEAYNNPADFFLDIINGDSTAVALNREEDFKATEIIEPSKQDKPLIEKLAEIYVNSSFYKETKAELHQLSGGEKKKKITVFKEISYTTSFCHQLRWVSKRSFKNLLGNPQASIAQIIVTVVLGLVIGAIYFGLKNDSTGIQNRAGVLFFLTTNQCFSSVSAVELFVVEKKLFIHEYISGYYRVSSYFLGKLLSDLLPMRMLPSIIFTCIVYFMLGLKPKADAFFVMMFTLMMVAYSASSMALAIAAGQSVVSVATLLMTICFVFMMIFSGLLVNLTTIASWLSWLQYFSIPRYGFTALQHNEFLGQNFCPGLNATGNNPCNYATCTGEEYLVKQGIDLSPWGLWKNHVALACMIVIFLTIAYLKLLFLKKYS
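Test system: IgMXP3 cells (ABCG2) mixed with DDAO far-red-labelled CCRF-Adr cells (ABCB1). Reagent: JC-1 transporter substrate. Compound dosing: single test compound dose, 6.6 µM final. Times: 10 min compound exposure, 25 °C. Detection: flow cytometry of retained JC-1 fluorescence. Read-out basis: efflux inhibition in percent versus controls. Controls: nicardipine and DMSO wells.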
Rab7 wt GTP bind = modulators of GTP binding to dog Rab7 wildtype GTPase; GTP binding activity (percent of control), % at 10 µM; AID 758; 190,000 tested, 0.055% active; GST-Rab7 beads, fluorescent GTP binding, flow cytometry; actives lie on both sides; untreated = 100%, excess cold GTP = 0%;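 active means fluorescent GTP binding to Rab7 beads changed by at least 20 points from the 100% baseline, either direction, mostly lower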;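 further: median green fluorescence of bound Bodipy-FL-GTP per Rab7 bead population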
Cdc42 wt GTP = modulators (inhibitors or activators) of GTP binding to human Cdc42 wildtype; GST-Cdc42 beads, Bodipy-GTP binding, flow cytometry; actives lie on both sides; percent activity (GTP binding), % at 10 µM; 190,000 tested, 0.2% active; AID 761;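 active means percent activity GTP binding at least 20 points away from the 100% baseline, either down as inhibitor or up as activator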;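 further: median bead fluorescence of bound Bodipy-FL-GTP at 100 nM; 0% = excess unlabeled GTP control and 100% = no compound control; below 100% means less GTP binding so inhibitor and above means activator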
Avidin bead fluor = compound fluoresces at 488/530 nm on avidin beads; fluorescence (KMESF) at 10 µM; AID 1775; 220,000 tested, 0.38% active; compound fluorescence 488/530 nm, flow cytometry; hits give high values; in the data active means fluorescence above about 47; further: inactives centre near 10
Rac1 mut GTP = modulators of GTP binding to human Rac1 activated mutant | P63000 | GST-Rac1 activated beads, fluorescent GTP binding, flow cytometry; actives lie on both sides; 100% means binding = to untreated wells | percent activity (GTP binding), % at 10 µM | 190,000 tested, 0.11% active;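 active means GTP binding at least 20 percentage points away from the 100% baseline, in either direction, so actives lie on both sides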
Rab2A wt mod = changes GTP binding to wildtype dog Rab2A, up or down. P61105. GST-Rab2 wt beads, Bodipy-GTP binding, flow cytometry. GTP binding activity, % at 10 µM. 190,000 tested, 0.19% active;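 active means GTP binding activity at least 20 points away from 100%, either lowered or raised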;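 further: 0% = beads with excess unlabeled GTP and 100% = no-compound control corrected for plate trend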
Mcl1 Noxa PPI = Mcl-1/Noxa interaction inhibition. Q07820. TR-FRET Mcl-1/Noxa peptide binding, 2 h. inhibition, % at 21.7 µM. 220,000 tested, 1.5% active. AID 1022;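 active means compounds that cut the protein-peptide binding signal by more than 50% relative to plate controls in a single-dose test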;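 further: His-tagged Mcl-1 with rhodamine Noxa BH3 peptide and terbium anti-His antibody; 0% = Mcl-1 plus Noxa peptide wells and 100% = peptide-only wells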
Target sequence (Q07820 whole entry, looked up): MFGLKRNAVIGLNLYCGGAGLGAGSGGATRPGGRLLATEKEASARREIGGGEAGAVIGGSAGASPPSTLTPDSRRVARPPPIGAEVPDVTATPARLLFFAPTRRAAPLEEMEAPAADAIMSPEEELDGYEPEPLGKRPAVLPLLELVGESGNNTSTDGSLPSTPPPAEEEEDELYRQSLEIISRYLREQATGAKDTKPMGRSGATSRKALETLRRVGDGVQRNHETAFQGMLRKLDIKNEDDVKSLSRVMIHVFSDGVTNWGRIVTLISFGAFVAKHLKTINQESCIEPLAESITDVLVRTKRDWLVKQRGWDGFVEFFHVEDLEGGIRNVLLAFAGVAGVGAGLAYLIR
Pf gamet viab = kills late stage P. falciparum gametocytes | P. falciparum stage V gametocytes, ATP luminescence, 24 h | inhibition, % at 10.9 µM | 150,000 tested, 0.065% active | AID 743093;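 active means inhibition above the mean plus 3 SD of compounds within the control limits, set per campaign, cut at about 38% in these data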;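 further: 0% = DMSO wells and 100% = medium only without gametocytes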
HRas wt GTP = changes GTP binding to wildtype human HRas; P01112; GST-Ras wt beads, Bodipy-FL-GTP binding, flow cytometry; actives lie on both sides; 190,000 tested, 0.14% active; AID 759; GTP binding activity, % at 10 µM;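 active means GTP binding activity at least 20% away from the 100% baseline, either lowered as inhibitor or raised as activator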;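 further: 0% = unlabeled GTP competition control and 100% = no-compound control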
Rac1 wt modul = alters GTP binding to wildtype human Rac1 | P63000 | GST-Rac1 beads, fluorescent GTP binding, flow cytometry; actives lie on both sides; 0 = cold GTP competed, 100 = untreated | GTP binding activity (% of control), % at 10 µM | 190,000 tested, 0.27% active;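 active means GTP binding activity at least 20 points away from the 100% control level, either lower or higher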
An asterisk follows results filed as active.

How did CCOC(=O)c1[nH]c(C)c(C(=O)NC2CCCC2)c1C do in these assays?
ABCB1 inh: 0.3; ABCG2 block: 2; Rab7 wt GTP bind: 103; Cdc42 wt GTP: 106; Avidin bead fluor: 7; Rac1 mut GTP: 101; Rab2A wt mod: 103; Mcl1 Noxa PPI: 4; HRas wt GTP: 102; Rac1 wt modul: 105

What do the screens show for `CCOC(=O)NC(=O)COC(=O)CNC(=O)c1cccc(OC)c1`?
ABCB1 inh: 1.0; ABCG2 block: 1; Rab7 wt GTP bind: 96; Cdc42 wt GTP: 102; Avidin bead fluor: 12; Rac1 mut GTP: 97; Rab2A wt mod: 93; Mcl1 Noxa PPI: 9; Pf gamet viab: 18; HRas wt GTP: 96; Rac1 wt modul: 97

How did c1ccc2nc(-c3ccc4c(c3)OCO4)ccc2c1 do in these assays?
ABCB1 inh: 0.3; ABCG2 block: 4; Rab7 wt GTP bind: 103; Cdc42 wt GTP: 93; Avidin bead fluor: 8; Rac1 mut GTP: 92; Rab2A wt mod: 96; Mcl1 Noxa PPI: -6; HRas wt GTP: 95; Rac1 wt modul: 95

What do the screens show for `COc1ccc(-n2c(C)cc(C(=O)NC3CCCCC3)c2C)cc1`?
ABCB1 inh: 1.1; ABCG2 block: 8; Rab7 wt GTP bind: 97; Cdc42 wt GTP: 98; Avidin bead fluor: 10; Rac1 mut GTP: 95; Rab2A wt mod: 97; Mcl1 Noxa PPI: -2; Pf gamet viab: -20; HRas wt GTP: 98; Rac1 wt modul: 97

What do the screens show for `O=C(Nc1ccc(S(=O)(=O)N2CCc3ccccc32)cc1)c1ccc2c(c1)OCO2`?
ABCB1 inh: -0.5; ABCG2 block: -2; Rab7 wt GTP bind: 98; Cdc42 wt GTP: 99; Avidin bead fluor: 12; Rac1 mut GTP: 96; Rab2A wt mod: 98; Mcl1 Noxa PPI: 12; HRas wt GTP: 100; Rac1 wt modul: 104

How did CNC(=S)NNC(=O)CCn1nc(C)c(Br)c1C do in these assays?
ABCB1 inh: 0.3; ABCG2 block: 4; Rab7 wt GTP bind: 96; Cdc42 wt GTP: 98; Avidin bead fluor: 12; Rac1 mut GTP: 96; Rab2A wt mod: 97; Mcl1 Noxa PPI: 2; HRas wt GTP: 98; Rac1 wt modul: 99

What do the screens show for `Cc1cccc(N2C(S)=C(C#N)C(=O)NC23CCCCC3)c1`?
ABCB1 inh: -0.6; ABCG2 block: -3; Rab7 wt GTP bind: 95; Cdc42 wt GTP: 97; Avidin bead fluor: 3; Rac1 mut GTP: 99; Rab2A wt mod: 94; Mcl1 Noxa PPI: -32; Pf gamet viab: -6; HRas wt GTP: 98; Rac1 wt modul: 101

What do the screens show for `CS(=O)(=O)NC1c2cccc3cccc(c23)C1Sc1nncn1/N=C/c1ccco1` (stereo not given)?
ABCB1 inh: 0.6; ABCG2 block: 7; Rab7 wt GTP bind: 99; Cdc42 wt GTP: 104; Avidin bead fluor: 13; Rac1 mut GTP: 101; Rab2A wt mod: 96; Mcl1 Noxa PPI: 10; Pf gamet viab: -6; HRas wt GTP: 99; Rac1 wt modul: 100

How did Cc1ccc(NC(=O)CS(=O)CC(=O)NC2CCN(Cc3ccccc3)CC2)c(C)c1 (stereo not given) do in these assays?
ABCB1 inh: 0.5; ABCG2 block: 2; Rab7 wt GTP bind: 102; Cdc42 wt GTP: 106; Avidin bead fluor: 8; Rac1 mut GTP: 103; Rab2A wt mod: 102; Mcl1 Noxa PPI: -7; HRas wt GTP: 104; Rac1 wt modul: 109

Results for O=C1c2ccccc2C(=O)N1CCc1csc(-c2ccccc2)n1 ?
ABCB1 inh: 0.0; ABCG2 block: 0; Rab7 wt GTP bind: 98; Cdc42 wt GTP: 96; Avidin bead fluor: 34; Rac1 mut GTP: 92; Rab2A wt mod: 97; Mcl1 Noxa PPI: -12; Pf gamet viab: -13; HRas wt GTP: 96; Rac1 wt modul: 95

What do the screens show for `Cc1nn(Cc2c(Cl)cccc2Cl)c(C)c1NC(=O)c1cnn2c(C(F)F)cc(-c3ccccc3)nc12`?
ABCB1 inh: 1.8; ABCG2 block: 4; Rab7 wt GTP bind: 97; Cdc42 wt GTP: 100; Avidin bead fluor: 35; Rac1 mut GTP: 98; Rab2A wt mod: 98; Mcl1 Noxa PPI: 47; HRas wt GTP: 98; Rac1 wt modul: 97

What do the screens show for `CSCCC(=O)N1CCCC(CNC(=O)c2ccccc2Cl)C1` (stereo not given)?
ABCB1 inh: 0.4; ABCG2 block: 2; Rab7 wt GTP bind: 97; Cdc42 wt GTP: 100; Avidin bead fluor: 12; Rac1 mut GTP: 97; Rab2A wt mod: 98; Mcl1 Noxa PPI: -11; Pf gamet viab: -2; HRas wt GTP: 98; Rac1 wt modul: 101

How did CC(=O)NCCNC(=O)c1ccc(CSc2ccc(Cl)cc2)cc1 do in these assays?
ABCB1 inh: 0.0; ABCG2 block: 0; Rab7 wt GTP bind: 92; Cdc42 wt GTP: 97; Avidin bead fluor: 10; Rac1 mut GTP: 95; Rab2A wt mod: 95; Mcl1 Noxa PPI: 7; Pf gamet viab: -22; HRas wt GTP: 96; Rac1 wt modul: 95

What do the screens show for `O=C(Cn1cc2c(n1)CCCCC2)Nc1ccc(F)cc1F`?
ABCB1 inh: 0.7; ABCG2 block: 1; Rab7 wt GTP bind: 100; Cdc42 wt GTP: 106; Avidin bead fluor: 7; Rac1 mut GTP: 98; Rab2A wt mod: 102; Mcl1 Noxa PPI: 11; HRas wt GTP: 102; Rac1 wt modul: 104

Results for CCN1C(=O)/C(=C/C=C2/CCCN2C)OC1=S ?
ABCB1 inh: -0.3; ABCG2 block: -1; Rab7 wt GTP bind: 102; Cdc42 wt GTP: 96; Avidin bead fluor: 11; Rac1 mut GTP: 96; Rab2A wt mod: 99; Mcl1 Noxa PPI: 14; Pf gamet viab: 4; HRas wt GTP: 98; Rac1 wt modul: 100

What do the screens show for `COc1ccc2oc(-c3ccccc3)c(C(N)=O)c2c1`?
ABCB1 inh: 0.7; ABCG2 block: 3; Rab7 wt GTP bind: 98; Cdc42 wt GTP: 99; Avidin bead fluor: 22; Rac1 mut GTP: 96; Rab2A wt mod: 98; Mcl1 Noxa PPI: -28; Pf gamet viab: 10; HRas wt GTP: 96; Rac1 wt modul: 99

Results for N=c1oc2c3c4c(cc2cc1C(=O)Nc1ccccc1)CCCN4CCC3 ?
ABCB1 inh: 131*; ABCG2 block: active; Rab7 wt GTP bind: 101; Cdc42 wt GTP: 94; Avidin bead fluor: 25; Rac1 mut GTP: 96; Rab2A wt mod: 99; Mcl1 Noxa PPI: -87; HRas wt GTP: 97; Rac1 wt modul: 98

What do the screens show for `CC1(C)Cc2c(c(-c3ccccc3Cl)[nH]c(=O)c2C#N)CO1`?
ABCB1 inh: 0.0; ABCG2 block: 5; Rab7 wt GTP bind: 95; Cdc42 wt GTP: 96; Avidin bead fluor: 15; Rac1 mut GTP: 97; Rab2A wt mod: 96; Mcl1 Noxa PPI: 2; Pf gamet viab: -25; HRas wt GTP: 98; Rac1 wt modul: 100

What do the screens show for `COc1ccc(CCN2C(=O)C(Oc3ccccc3)C2c2ccc3c(c2)OCO3)cc1` (stereo not given)?
ABCB1 inh: 1.1; ABCG2 block: 25; Rab7 wt GTP bind: 96; Cdc42 wt GTP: 98; Avidin bead fluor: 12; Rac1 mut GTP: 99; Rab2A wt mod: 99; Mcl1 Noxa PPI: 1; Pf gamet viab: 10; HRas wt GTP: 98; Rac1 wt modul: 105

How did COc1cc(/C=C2\NC(=S)N(C)C2=O)ccc1O do in these assays?
ABCB1 inh: 0.1; ABCG2 block: 5; Rab7 wt GTP bind: 97; Cdc42 wt GTP: 94; Avidin bead fluor: 9; Rac1 mut GTP: 98; Rab2A wt mod: 94; Mcl1 Noxa PPI: 21; Pf gamet viab: -13; HRas wt GTP: 99; Rac1 wt modul: 98

What do the screens show for `COc1ccc(NC(=O)CSc2ccccc2)cc1S(=O)(=O)N1CCCCC1`?
ABCB1 inh: 0.0; ABCG2 block: 2; Rab7 wt GTP bind: 96; Cdc42 wt GTP: 101; Avidin bead fluor: 4; Rac1 mut GTP: 99; Rab2A wt mod: 98; Mcl1 Noxa PPI: 12; Pf gamet viab: -3; HRas wt GTP: 101; Rac1 wt modul: 102

Results for CCNc1nc(N)nc(-c2cc(Cl)ccc2OC)n1 ?
ABCB1 inh: 0.7; ABCG2 block: 2; Rab7 wt GTP bind: 100; Cdc42 wt GTP: 103; Avidin bead fluor: 12; Rac1 mut GTP: 103; Rab2A wt mod: 99; Mcl1 Noxa PPI: 16; Pf gamet viab: -3; HRas wt GTP: 101; Rac1 wt modul: 105

How did O=C(c1ccco1)N1CCN(C/C=C/c2ccccc2)CC1 do in these assays?
ABCB1 inh: 0.6; ABCG2 block: 8; Rab7 wt GTP bind: 100; Cdc42 wt GTP: 101; Avidin bead fluor: 30; Rac1 mut GTP: 101; Rab2A wt mod: 102; Mcl1 Noxa PPI: -3; Pf gamet viab: -10; HRas wt GTP: 103; Rac1 wt modul: 107

What do the screens show for `O=C(CCC1CCCN(C(=O)c2ccoc2)C1)NCc1ccc(F)c(F)c1` (stereo not given)?
ABCB1 inh: 0.1; ABCG2 block: 1; Rab7 wt GTP bind: 99; Cdc42 wt GTP: 99; Avidin bead fluor: 10; Rac1 mut GTP: 100; Rab2A wt mod: 98; Mcl1 Noxa PPI: 10; Pf gamet viab: -2; HRas wt GTP: 98; Rac1 wt modul: 103

Results for CC1(C)N=C(c2cccs2)C(C)(C)N1O ?
ABCB1 inh: -0.1; ABCG2 block: 0; Rab7 wt GTP bind: 99; Cdc42 wt GTP: 96; Avidin bead fluor: 10; Rac1 mut GTP: 97; Rab2A wt mod: 100; Mcl1 Noxa PPI: 8; Pf gamet viab: -4; HRas wt GTP: 98; Rac1 wt modul: 103

How did CCCOC(=O)c1ccc(NC(=O)c2ccoc2C)cc1 do in these assays?
ABCB1 inh: 0.3; ABCG2 block: 60; Rab7 wt GTP bind: 102; Cdc42 wt GTP: 84; Avidin bead fluor: 51*; Rac1 mut GTP: 99; Rab2A wt mod: 97; Mcl1 Noxa PPI: 4; HRas wt GTP: 102; Rac1 wt modul: 110
